# From PubChem
# STK33 inh: inhibitors of human STK33 kinase; Q9BYT3; purified STK33, MBP phosphorylation, ADP-Glo luminescence; inhibition, % at 10 µM; 320,000 tested, 0.073% active; AID 2661;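 active means inhibition at or above 25%, using the most active replicate where run in duplicate; inactive means inhibition below 25%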
# Target sequence (Q9BYT3 whole entry, looked up): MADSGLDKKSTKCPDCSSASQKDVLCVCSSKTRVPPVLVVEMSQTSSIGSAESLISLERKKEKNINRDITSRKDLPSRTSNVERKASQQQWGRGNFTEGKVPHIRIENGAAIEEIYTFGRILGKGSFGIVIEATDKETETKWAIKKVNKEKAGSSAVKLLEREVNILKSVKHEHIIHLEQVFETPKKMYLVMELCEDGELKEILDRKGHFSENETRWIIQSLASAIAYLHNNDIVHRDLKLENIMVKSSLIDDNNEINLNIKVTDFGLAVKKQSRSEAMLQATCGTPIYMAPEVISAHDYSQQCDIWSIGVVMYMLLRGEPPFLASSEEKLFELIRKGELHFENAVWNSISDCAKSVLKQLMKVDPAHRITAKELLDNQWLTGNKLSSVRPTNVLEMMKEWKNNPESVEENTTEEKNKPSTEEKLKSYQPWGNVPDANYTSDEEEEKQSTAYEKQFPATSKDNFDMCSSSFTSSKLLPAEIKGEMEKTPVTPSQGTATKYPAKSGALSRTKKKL
# Kir21 inh: inhibitors of mouse Kir2.1 inward-rectifier potassium channel | P35561 | HEK293-Kir2.1, FluxOR thallium flux fluorescence; stronger effect = lower value | B-score at 10 µM | 310,000 tested, 0.85% active;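 active means fluorescence ratio B-score at or below minus 3 SD of library scores, with starting-brightness B-score within 2 SD, cut at about -4.2 in these data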;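 further: channel flux triggered by added potassium and thallium sulfate stimulus; B-score of peak minus minimum fluorescence over baseline after thallium stimulus; more negative B-score means stronger Kir2.1 block with less thallium influx; some compounds called inactive have numbers as strong as hits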
# Target sequence (P35561 whole entry, looked up): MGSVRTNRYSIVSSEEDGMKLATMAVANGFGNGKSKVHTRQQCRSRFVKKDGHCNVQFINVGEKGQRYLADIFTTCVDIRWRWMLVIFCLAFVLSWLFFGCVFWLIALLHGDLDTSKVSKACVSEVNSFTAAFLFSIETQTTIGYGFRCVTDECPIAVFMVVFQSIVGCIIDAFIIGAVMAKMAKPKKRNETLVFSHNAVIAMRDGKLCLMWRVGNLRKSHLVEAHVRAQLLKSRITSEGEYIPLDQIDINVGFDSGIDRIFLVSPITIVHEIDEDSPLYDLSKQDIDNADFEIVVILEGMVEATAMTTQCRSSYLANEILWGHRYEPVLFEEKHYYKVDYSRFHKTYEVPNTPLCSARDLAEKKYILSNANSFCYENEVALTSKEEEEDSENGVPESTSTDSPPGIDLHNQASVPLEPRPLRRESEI
# Starred values were filed as active, the others as inactive; . = not tested or not shown. Compounds were not picked by outcome. About 0.84% of those tested had a hit in this group.
# Every second line gives: STK33 inh, Kir21 inh
O=C(NCCc1ccccc1F)C1CCCN1S(=O)(=O)c1ccccc1 (stereo not given)
  -0.9, -0.02
O=C(Nc1ccc(N2CCCC2)c(Cl)c1)c1ccc2c(c1)OCCO2
  0.8, 1.3
CC1CCN(CCCNC(=O)c2ccc(CS(=O)(=O)Cc3ccccc3F)o2)CC1
  ., 0.04
O=P(CCO)(c1ccccc1)c1ccccc1
  -0.5, 1
CCOc1c(Br)cc(CNCc2cccs2)cc1OC
  ., -1.9
CCCn1c2c(c(=N)c3c1CCC3)CCCC2
  -0.2, -1.6
COc1cc(C(=O)COC(=O)C2CCCCC2)cc(OC)c1OC
  -0.2, .
Cc1cnc(C(=O)OCC(=O)Nc2ccccc2[N+](=O)[O-])cn1
  -1.7, .
CN(C)C(=S)Nc1ccc(Cc2ccncc2)cc1
  4.1, -0.13
COCCN1C(=O)N(c2cccc(C)c2)C(=O)C1CC(=O)Nc1ccc(OC)cc1 (stereo not given)
  -1.0, 0.91

# Next part
# Every second line gives: STK33 inh, Kir21 inh
Cc1cc(C)cc(NC(=S)N2CCC(NC(=O)C3CCCCC3)CC2)c1
  -2.2, 0
Fc1ccc(CSc2nnc(-c3cccnc3)o2)cc1
  -0.3, 0.67
C[C@H](CO)N1C[C@H](C)[C@@H](CN(C)Cc2ccccc2)Oc2ccc(NC(=O)Cn3cnnn3)cc2C1=O
  -1.2, .
Cc1nn(-c2ccccc2)c(N2CCCC2)c1/C=N/NC(=O)c1cc(-c2ccccc2)nc2ccccc12
  -0.7, 1.2
CC1OC2(OC1C)C(=O)Nc1ccccc12 (stereo not given)
  -0.5, -1
COc1ccc(S(=O)(=O)NCc2ccccn2)cc1NC(=O)c1ccc(Cl)cc1
  -0.2, -0.04
COc1ccc(-n2c(-c3ccc(Cl)cc3)c[n+]3c2CCc2ccccc2-3)cc1
  -0.9, -2.4
Cc1cc(OCC(=O)NCc2ccccn2)cc(C)c1Br
  0.1, 0.62
O=C(CSc1ccccc1)Nc1ccncc1
  2.5, 0.72
O=C(NNc1ncc(C(F)(F)F)cc1Cl)c1c(Cl)cccc1Cl
  -0.9, 0.44

# (listing goes on)
# Every second line gives: STK33 inh, Kir21 inh
COc1ccc2c(c1)CC/C(=C\Nc1ccc3c(c1)OCO3)C2=O
  -1.3, -0.99
Cc1noc(C)c1CCC(=O)N1CCCC(CCC(=O)NCc2ccc(F)c(F)c2)C1 (stereo not given)
  -0.9, -1.1
Cc1ccc(NC(=O)c2ccc(OC(F)F)cc2)cc1S(=O)(=O)N(C)C
  -1.4, -0.03
O=C(Nc1nc2c(s1)CN(Cc1ccccc1)CC2)c1cccc(S(=O)(=O)N2CCc3ccccc32)c1
  1.8, -0.09
CCSc1ccc([C@@H]2[C@@H]3C(=O)N(CC)C(=O)[C@@H]3[C@]3(C(=O)OC)CCCCN23)cc1OC
  -0.9, 0
CN(Cc1ccccc1)C(=O)[C@H]1CCC(=O)N1Cc1ccco1
  ., -0.91
O=S(=O)(c1ccc(Sc2nnc3ccccn23)nc1)N1CCOCC1
  -0.2, 0.71
Cc1ccc(/C=C/C(=O)NCc2cccs2)o1
  -1.4, 0.05
Cc1cccc(NC(=O)Cn2c(C)c(C#N)c3ccccc32)c1C
  -0.6, 0.03
O=C1C=C(c2cccc3c2oc2ccccc23)CCC1
  -0.8, -0.67

# Additional results:
# Every second line gives: STK33 inh, Kir21 inh
NS(=O)(=O)c1ccc(Nc2ccc([N+](=O)[O-])c3nonc23)cc1
  3.8, -0.13
O=C1/C(=C/c2ccc3c(c2)OCO3)Oc2cc(OCC(=O)N3CCC[C@H]3C(=O)O)ccc21
  4.9, 0.7
COc1ccc(CCNC(=S)Nc2cc(C)cc(C)c2)cc1
  -0.8, -1.5
O=C(CN1C(=O)CSc2ccc(S(=O)(=O)N3CCOCC3)cc21)NCc1cccnc1
  -0.7, -0.65
CCCCCN(C(=O)CCC(=O)OCCOc1ccccc1)c1c(N)n(CCCC)c(=O)[nH]c1=O
  0.2, 0.67
CCC(CC)=NNc1ccc(S(N)(=O)=O)cc1[N+](=O)[O-]
  -0.5, -0.16
CC1CCCCC1NS(=O)(=O)c1ccc(S(=O)(=O)N2CCN(CCC#N)CC2)cc1 (stereo not given)
  -0.4, -1.2
CCOc1[nH]n(-c2ccccc2)c(=O)c1C=Nc1ccc(Cl)cc1
  -3.5, -0.65
COc1cnn(-c2ccc([N+](=O)[O-])cc2)c(=O)c1Cl
  1.0, 0.9
COc1ccc(C(=O)NC(=S)Nc2ccc3c(c2)Cc2ccccc2-3)cc1
  -0.5, .

# More records:
# Every second line gives: STK33 inh, Kir21 inh
Cc1cc(NS(=O)(=O)c2ccc(NC(=O)COc3ccc(C#N)cc3)cc2)nc(C)n1
  -1.4, .
CCN(CC)C(=O)C(Cc1ccccc1)N1C(=O)c2ccccc2C1=O (stereo not given)
  -2.0, -0.32
O=C(Oc1cccc2ccccc12)C1CC1
  8.2, 0.49
O=C(NC(Cc1c[nH]c2ccccc12)C(=O)O)/C(=C/c1ccc2c(c1)OCO2)NC(=O)c1ccccc1 (stereo not given)
  ., 0.79
O=C(NC1CCCCC1)C(c1ccncc1)N(C(=O)c1csnn1)c1ccccc1 (stereo not given)
  0.9, 1.9
O=C(NNC(=O)c1cc2cc(OC(F)(F)F)ccc2[nH]1)c1cccc(C(F)(F)F)c1
  -1.7, 0.94
Cc1cc(C)nc(SCc2nnc(SCC(=O)Nc3ccc(Cl)c(C(F)(F)F)c3)o2)n1
  -0.8, 0.91
NC(=O)COC(=O)c1cc([N+](=O)[O-])ccc1NCCO
  0.8, -0.84
NNC(=O)CNC(=O)c1cccc(Br)c1
  0.5, 0.07
COCCNC(=O)CSc1nccn1Cc1ccc2c(c1)OCO2
  -1.5, -0.19

# The results go on:
# Every second line gives: STK33 inh, Kir21 inh
COc1cc2c(C(=O)O)c(C)n(CC(C)C)c2c2ccccc12
  ., 0.98
COc1cccc(NC(=O)CN(c2cccc(F)c2)S(C)(=O)=O)c1
  -0.3, 0.62
COc1ccc(/C=C(\C#N)C(=O)ONC2=NCCCCC2)cc1
  1.0, -0.78
Cc1c(O)ccc(C(=O)CN2C(=O)c3ccccc3C2=O)c1O
  -1.3, 0.11
NC(=O)c1ccc(NS(=O)(=O)c2ccc(Br)s2)cc1
  1.3, .
COc1cccc(NC(=O)CCc2nc(-c3ccccc3F)no2)c1
  0.1, -0.34
CCCc1ccc(S(=O)(=O)Nc2ccc(C)c(NS(C)(=O)=O)c2)cc1
  0.1, -0.05
Cc1ccccc1CN1CCC(C(=O)Nc2ccc(Oc3cccnc3)cc2)CC1
  0.1, -0.99
O=C(NCc1ccccc1Cl)c1ccc2c(c1)OCO2
  -0.4, 1.1
O=C(COC(=O)c1cc2ccccc2cc1O)NC(=O)NCc1ccco1
  5.3, -1.2

# Other compounds
# Every second line gives: STK33 inh, Kir21 inh
CC1=C(C(=O)OCc2ccccc2)C(c2ccccc2OC(F)F)NC(=O)N1 (stereo not given)
  0.6, -0.11
COc1cc(S(=O)(=O)N(Cc2cccnc2)Cc2cccc(OC)c2OC)ccc1-n1cnnn1
  0.2, -0.31
CN(CC(=O)Nc1ccccc1Cl)C(=O)c1ccccc1SCC(=O)N1CCCC1
  -0.5, -0.66
Nc1ccc(-c2nnc(-c3ccc(-c4ccccc4)cc3)o2)cc1
  -1.6, 0.92
NC(=O)Cn1c(O)c(N=NC(=O)CNC(=O)/C=C/c2ccccc2)c2ccccc21
  -1.1, 1.3
CCN1C(=O)[C@@H]2[C@@H](c3ccc(-c4ccc(Cl)c(Cl)c4)c(OC)c3)N3CCC[C@@]3(C(=O)OC)[C@@H]2C1=O
  -0.4, .
Fc1ccc(-c2oncc2-c2nnnn2-c2ccccc2)cc1F
  0.7, -1.2
O=C(O)CCCC(=O)Nc1ccccc1C(=O)N1CCCC1
  -0.3, -0.36
O=C(OCC(=O)c1ccc[nH]1)c1ccc([N+](=O)[O-])cc1
  -1.3, .
CCOC(=O)N1CCN(C(=O)C2CCN(c3ncnc4c3sc3cccc(F)c34)CC2)CC1
  1.9, -0.55

# Complete entries as entered above. Order of values: STK33 inh, Kir21 inh
# COc1cc(C(=O)COC(=O)C2CCCCC2)cc(OC)c1OC is entered as -0.2, .
# O=S(=O)(c1ccc(Sc2nnc3ccccn23)nc1)N1CCOCC1 is entered as -0.2, 0.71
# CC1CCCCC1NS(=O)(=O)c1ccc(S(=O)(=O)N2CCN(CCC#N)CC2)cc1 (stereo not given) is entered as -0.4, -1.2

# Additional results
# Every second line gives: STK33 inh, Kir21 inh
CCC(C)NC(=O)CCn1c(-c2ccccc2)cc(C(C)=O)c1C (stereo not given)
  -0.8, 0.06
O=C(Nc1ccc(CN2CCOCC2)cc1)c1ccc(-c2cccc(Cl)c2)o1
  4.3, -1.3
CCCNC(=O)Cn1cnc2sc(C(=O)Nc3cc(OC)c(OC)c(OC)c3)c(C)c2c1=O
  -1.1, -0.06
CC(=O)/C=C1\SC(CC(=O)O)C(=O)N1c1ccccc1 (stereo not given)
  0.3, -0.06
O=C(COC(=O)c1cccnc1Nc1ccccc1F)NC1CC1
  -1.5, -0.58
COc1ccc(/C=N\NC(=O)CCc2c(C)n[nH]c2C)c(OC)c1OC
  -0.6, 0.3
COc1ccc(S(=O)(=O)N(C)CC(=O)Nc2ccc3c(c2)OCCO3)cc1
  ., 2.1
CC1=NN(c2ccccc2)C(=O)C1C(=O)c1ccc([N+](=O)[O-])cc1 (stereo not given)
  -1.3, -0.46
O=C1N[C@H](Cc2ccccc2)COC(=O)[C@@H](Cc2ccc(F)cc2)C/C=C\C[C@H]1CC(=O)N(CCO)Cc1ccccc1
  0.1, .
Cc1ccc(CSc2ccc(-c3ccc4c(c3)OCO4)nn2)cc1
  -0.7, 0.14

# Additional structures:
# Every second line gives: STK33 inh, Kir21 inh
CSCc1cc(N2CCCC2)nc(-c2ccccc2)n1
  -1.8, 0.81
COc1ccc(CN2CCC(N3CC(C)OC(C)C3)CC2)c(OC)c1OC (stereo not given)
  -1.9, 0.01
C=CCN1C(=O)/C(=C\c2ccco2)C(C(=O)OC)=C1C
  -0.5, 0.84
Cc1occc1C(=O)NNC(=O)c1ccccc1C(=O)O
  -1.5, 0.03
O=C(Nc1cccc(F)c1)[C@@H]1CCCN1
  -2.5, -1.6
CN=C(NC)SC1CC(=O)N(c2ccccc2)C1=O (stereo not given)
  -0.5, -0.13
C[C@H](NC(=O)COc1ccc(Cl)cc1)C(=O)N1CCC2(CC1)NCCc1[nH]cnc12
  -0.5, -1
Cc1ccc(-c2c(NC(=O)c3ccco3)oc3ccccc3c2=O)cc1
  0.6, 0.7
COc1ccccc1N1CC(C(=O)NCCN2C(=O)S/C(=C\c3cccnc3)C2=O)CC1=O (stereo not given)
  -0.2, .
Cc1ccc(-n2c(C)c3c(C)nnc(C)c3c2C)cc1N
  -1.6, -0.48

# Following part
# Every second line gives: STK33 inh, Kir21 inh
O=C(CN1C(=O)NC2(CCCC2)C1=O)Nc1ccc(F)c(Cl)c1
  -1.0, 0.15
Cc1cccc(C)c1C(=O)N[C@@H](Cc1ccccc1)C(=O)O
  8.2, 2.6
CCCOc1ccc(-c2nc[nH]c2[N+](=O)[O-])cc1
  -0.6, 0
Cc1cc2ccccn2c1C(=O)c1ccc(Cl)c([N+](=O)[O-])c1
  -2.4, 0.2
CCC(=O)Nc1ccc(NC(=O)C23CC4CC(CC(C4)C2)C3)cn1
  0.0, 0.92
COc1ccccc1N1CCN(S(=O)(=O)c2c[nH]c(=O)[nH]c2=O)CC1
  -0.3, 0.76
COC(=O)COc1cccc(/C=N/NC(=O)CCSc2ccccc2)c1
  -0.4, -1.1
Cc1ccc(C)c(NC(=S)N2CCC(NC(=O)C3CCCCC3)CC2)c1
  -1.2, 2.5
CCOC(=O)c1sc2nc(C3CC3)cc(-c3ccc(OC)cc3)c2c1N
  -3.8, -2.3
COc1ccc(C(C)=O)cc1COC(=O)Cn1cnc2ccccc2c1=O
  0.7, 2.5

# (continued)
# Every second line gives: STK33 inh, Kir21 inh
CC1=C(C(=O)Nc2cccc(C(=O)NCc3ccc(F)cc3)c2)SCCO1
  -0.7, -0.65
CCC(C)(C)NC(=O)CN(C(=O)CCC(=O)Nc1nccs1)c1ccc(C)cc1
  -1.5, -0.65
COc1ccc(S(=O)(=O)N(C)CC(=O)N2CCCC2)cc1Cl
  -0.2, 1.1
O=C(NCC(=O)N1CCN(c2ccccc2)CC1)c1ccccc1
  -2.0, 0.23
COc1ccc(NC(=O)NNc2cc(N3CCOCC3)nc(N3CCOCC3)n2)cc1
  3.4, 0.74
CC(=O)Nc1ccc(Br)cc1C(=O)C(=O)O
  0.5, -1.1
CCN1C(=O)[C@H]2[C@@H](c3ccc(-c4ccc(C(C)=O)cc4)c(OC)c3)N3CCCC[C@@]3(C(=O)OC)[C@H]2C1=O
  -1.5, .
Cc1ccc(SCC(=O)NNC(=O)CCS(=O)(=O)c2ccccc2)cc1
  -0.6, .
Cc1ccc(S(=O)(=O)Nc2c(C(=O)O)[nH]c3ccccc23)cc1C
  1.4, -0.59
Cc1ccc(S(=O)(=O)N2CCCCC2C(=O)N2CCN(c3ccccc3F)CC2)cc1 (stereo not given)
  -0.8, -0.6

# Further structures follow.
# Every second line gives: STK33 inh, Kir21 inh
O=C(COc1cc(Cl)c(Cl)cc1Cl)N1CCN(c2ccccn2)CC1
  -0.6, 1.3
O=C(Cc1cccc2ccccc12)N/N=C/c1ccc(F)cc1
  -1.4, -2.1
COc1ccc(CCNC(=O)CCCOc2ccc(C)cc2)cc1OC
  -1.5, -1.6
Nc1c(C(=O)Nc2cccc(C(=O)O)c2)sc2nc3c(cc12)CCCC3
  1.0, -2.5
C=CCNC(=S)NC(=O)c1ccc(C)c(Br)c1
  -0.8, 0.03
CCOC(=O)c1ccccc1NC(=O)COC(=O)c1ccccc1C(=O)N(C)c1ccccc1
  -2.5, 2
Cc1cccc(OCC(=O)Nc2ccc(C(=O)Nc3ccccc3C(=O)O)cc2)c1C
  -2.7, -1.6
